NCI-60 one-dose screen, 48 h, at 10 µM unless noted. Numbers give growth in % (100 = growth as untreated, 0 = no growth, -100 = all killed).
MDA-MB-231 = MDA-MB-231 breast cancer | actives 5% (n = 81,000) | AID 1794789
MOLT-4 = MOLT-4 leukemia cells; actives 6.9% (n = 80,000)
CCRF-CEM = CCRF-CEM leukemia; actives 7% (n = 77,000); AID 1794778
MDA-MB-435 = MDA-MB-435 melanoma; actives 7.8% (n = 82,000)
SR = SR leukemia cells | actives 8.7% (n = 73,000) | AID 1794780
MDA-MB-468 = MDA-MB-468 breast cancer; actives 8.5% (n = 78,000); AID 2202374
K-562 = K-562 leukemia; AID 1794777; actives 7.4% (n = 78,000)
RPMI-8226 = RPMI-8226 leukemia cells; AID 1794781; actives 7.5% (n = 77,000)
Numbers without * were called inactive; . = no result given; & = joins results of further samples. How the source made its calls: active means growth percent below 10; inactive means the rest.

entry | molecule | MDA-MB-231 | MOLT-4 | CCRF-CEM | MDA-MB-435 | SR | MDA-MB-468 | K-562 | RPMI-8226
1 | O=C(c1ccccc1)n1cc(-c2nc3ccccc3s2)c2cccnc21 | 95 | 107 | 120 | 107 | 107 | 103 | 87 | 103
2 | N#Cc1nc(-c2ccccc2)oc1S(=O)(=O)N1CCN(c2ccccc2)CC1 | 105 | 12 | 2.4* | 86 | 15 | 98 | 35 | 63
3 | CC(C)(C)OC(=O)N1C/C(=C\c2ccoc2)C(=O)/C(=C/c2ccoc2)C1 | 109 | 76 | 17 | 98 | -8.4* | 97 | 29 | -23*
4 | O=C(O)c1ccc(-n2cc(CNc3ccc(F)cc3)c(-c3ccc(C(F)(F)F)cc3)n2)cc1 | 100 | 81 | 82 | 81 | 109 | 83 | 59 | 87
5 | Cc1c(C(=O)NC(Cc2ccccc2)C(=O)C(=O)NCCc2ccccn2)[nH]c2ccccc2c1=O (configuration not stated) | 101 | 100 | 93 | 101 | . | 101 | 87 | 110
6 | O=C(NO)c1ccccc1O | 96&105 | 113&110 | 95&103 | 108&97 | 119&104 | 100&104 | 111&101 | 106&90
7 | CCOc1ccc(C(=O)NC(=S)Nc2ccc(C(=O)NO)cc2)cc1 | 94 | 105 | 100 | 101 | 95 | 90 | 110 | 110
8 | c1ccc(NCCC2OCC3(CO2)COC(CCNc2ccccc2)OC3)cc1 (configuration not stated) | 110 | 72 | 71 | 114 | 98 | 105 | 92 | .
9 | CCN(CC)Cc1cc(Nc2nc(NC3CCC(N(C)C)CC3)c3ccccc3n2)ccc1OC (configuration not stated) | 40 | 48 | 66 | 39 | 50 | -15* | 7.5* | 0.5*
10 | CC(=O)Nc1nc(-c2ccc(F)c(NS(=O)(=O)c3cccc4c(N(C)C)cccc34)c2)cs1 | 72 | 47 | 70 | 67 | . | 51 | 45 | 68
11 | CC1=C2[C@H]3OC(=O)[C@@H](CN4CCOCC4)[C@@H]3CC[C@@](C)(O)[C@@H]2CC1=O | 119 | 98 | 66 | 101 | 87 | 73 | 85 | 68
12 | CCN1CCN(Cc2ccc(NC(=O)c3nc4ccc5[nH]ncc5c4c4c3CCCC4)cc2C(F)(F)F)CC1 | -72* | -29* | 3.7* | -88* | -29* | -52* | -44* | -25*
13 | Cc1ccccc1-n1c(C)nc2cc(N3C(=O)CSC3c3ccc(F)cc3)ccc2c1=O (configuration not stated) | 92 | 71 | 87 | 100 | 97 | . | 91 | 90
14 | COc1ccc(C(=O)Oc2ccc(Br)cc2)cc1 | 114 | 103 | 100 | 99 | 83 | 99 | 95 | 106
15 | O=Cc1ccc(/C=C2/SC(=O)NC2=O)cc1 | 92 | 102 | 99 | 112 | 89 | 84 | 90 | 104
16 | COc1ccc(C2c3c([nH]c(=S)[nH]c3=O)Nc3[nH]c(=S)[nH]c(=O)c32)cc1 | 109 | 97 | 100 | 99 | 96 | 105 | 98 | 107
17 | Cc1ccc(/C=C/[C@H]2C[C@@H]2CCO)cc1 | 100 | 102 | 98 | 105 | 110 | 97 | 100 | 99
18 | COc1ccc(CCN2C(=O)CCC3=C2CCCC3=O)cc1OC | 90 | 103 | . | 103 | 101 | 105 | 106 | 98
19 | OCCN(Cc1cc(C2CCCCC2)ccc1O)Cc1cc(C2CCCCC2)ccc1O | 74 | 51 | 57 | 80 | 17 | 74 | 52 | 65
20 | O=C1CS/C(=N/S(=O)(=O)c2ccc(NNc3c4ccccc4nc4ccccc34)cc2)N1C1CCCCC1 | 98 | 74 | 83 | 107 | 89 | 79 | 91 | 77
21 | CNC(=O)c1cc(Oc2ccc3nc(NC(=O)c4ccc(C)c(C(F)(F)F)c4)sc3c2)ccn1 | 80 | 62 | 79 | 75 | 19 | 56 | 51 | 53
22 | CC1(c2cccc(N)c2)OCCO1 | 98 | 101 | 95 | 104 | 98 | 103 | 99 | 99
23 | C#CCOC(=O)C(N)CS (configuration not stated) | 84 | 108 | 107 | 97 | 102 | 97 | 102 | 102
24 | NC[C@H](O)c1ccc(O)c(O)c1 | 79 | 115 | -46* | 109 | . | 111 | 106 | 104
25 | CC(=O)OC(C(=O)c1ccccc1)c1ccccc1 (configuration not stated) | 107 | 102 | 104 | 108 | 106 | 109 | 96 | 105
26 | NC(=S)N/N=C1/CCCCC12CCCC2 | 101 | 96 | 92 | 103 | 94 | 79 | 101 | 87
27 | COCCCn1nnc2ccccc2c1=O | 108 | 100 | 96 | 103 | 94 | 100 | 107 | 104
28 | CCOC(=O)C(c1ccccc1)C(C)N (configuration not stated) | 110 | 104 | 103 | 95 | 102 | 94 | 109 | 101
29 | NC1=NNC(c2ccccc2O)N1C(Cc1c[nH]c2ccccc12)C(=O)O (configuration not stated) | 81 | 85 | 90 | 109 | 88 | 125 | . | 83
30 | O=C1Nc2c(sc3ccc(Cl)cc23)C(c2ccc3ccccc3c2)N1 (configuration not stated) | 85 | 88 | 113 | 109 | 79 | 114 | 86 | .
31 | COc1ccc(N2CCN(C(=O)Nc3ccc(S(N)(=O)=O)cc3)CC2)cc1 | 111 | 117 | . | 106 | 107 | 101 | 112 | 107
32 | CN1C(=O)C(C2=NN(c3ccc(Cl)cc3)C(c3ccc(F)cc3)C2)C(=O)N(C)C1=O (configuration not stated) | 90 | 90 | 106 | 87 | 92 | 81 | 66 | 101
33 | O=[N+]([O-])c1cnc(N2CCN(Cc3cccc(Cl)c3)CC2)nc1N1CCN(Cc2cccc(Cl)c2)CC1 | 92 | 79 | 86 | 96 | 87 | 72 | 77 | 57
34 | O=C(Nc1ccc(C(=O)Nc2ccc(C3=NCCCN3)cc2)cc1)Nc1ccc(C2=NCCCN2)cc1 | 92 | 81 | 71 | 103 | 45 | 67 | . | .
35 | N#Cc1ccc(-c2ccc(COc3ccc(CC4SC(=O)NC4=O)cc3)cc2)cc1 (configuration not stated) | 71 | 38 | 62 | 45 | 45 | 5.4* | 28 | 48
36 | O=C(Nc1ccc(-c2nc3ccccc3c(=O)[nH]2)cc1)c1cccnc1 | 89 | 88 | 97 | 98 | . | 92 | 98 | 91

Compound profiles, as listed above. Values in the order: MDA-MB-231	MOLT-4	CCRF-CEM	MDA-MB-435	SR	MDA-MB-468	K-562	RPMI-8226
CC(=O)OC(C(=O)c1ccccc1)c1ccccc1 (configuration not stated) is listed with 107	102	104	108	106	109	96	105
COCCCn1nnc2ccccc2c1=O is listed with 108	100	96	103	94	100	107	104

Later entries.
entry | molecule | MDA-MB-231 | MOLT-4 | CCRF-CEM | MDA-MB-435 | SR | MDA-MB-468 | K-562 | RPMI-8226
37 | CCCCc1ccc(NC(=O)Nc2sc3c(c2C#N)CCCC3)cc1 | 82 | 86 | 101 | 75 | 38 | 97 | 66 | 97
38 | COC(=O)C[C@H](Nc1nc(N)nc(N(C)Cc2ccccc2)c1C=O)C(=O)OC | 101 | 102 | 90 | 106 | 101 | 114 | 108 | 97
39 | CNS(=O)(=O)Oc1ccc(NC(=O)C2CCCCC2)cc1 | 106 | 102 | . | 105 | 102 | 99 | 104 | 90
40 | NC(=O)CNc1ccccc1O | 92 | 107 | 111 | 105 | 120 | 98 | 90 | 97
41 | Cc1cccc(Cc2cnc(NC(=O)c3cc(C)oc3C)s2)c1 | 72 | 57 | 70 | 64 | 87 | 61 | 40 | 72
42 | O=[N+]([O-])c1ccc(Oc2ccc(-c3ccccc3)cc2)cc1 | 89 | 70 | 78 | 101 | 78 | 71 | 71 | 75
43 | O=C1Nc2ccc(Br)cc2C12Oc1ccccc1C1CC(c3ccc(F)cc3)=NN12 (configuration not stated) | 105 | 75 | 91 | 100 | 87 | 82 | 85 | 84
44 | COc1cc(C=O)cc(CN2CCN(c3cc4c(cc3F)c(=O)c(C(=O)O)cn4C3CC3)CC2)c1O | 88 | 114 | 104 | 98 | 118 | 46 | 104 | 103
45 | Cc1c(NCc2nnc3n(Cc4ccccc4)c(=O)c4c5c(sc4n23)CCCC5)c(=O)n(-c2ccccc2)n1C | 97 | 53 | 4.6* | 74 | 69 | . | 53 | 98
46 | Cc1ccc(CC(N)(C(=O)O)c2ccccc2)cc1 (configuration not stated) | 105 | 111 | . | 119 | 102 | 107 | 108 | .
47 | CC(O)Cn1cnc2c1c(=O)n(C)c(=O)n2C (configuration not stated) | 96 | 98 | . | 109 | . | 78 | . | .
48 | C/C(=C/c1c(O)n(C)c2ccccc12)N=O | 88 | 84 | 87 | 95 | 79 | 98 | 81 | 96
49 | Nc1nc(SCc2ccccc2[N+](=O)[O-])c2ncn(Cc3ccccc3)c2n1 | 77 | 70 | 72 | 91 | 68 | 89 | 72 | .
50 | CC(C)Cc1cccc(C(C)C)c1NC(=O)CCC(=O)N/N=C1\C(=N/NC(=O)CCC(=O)Nc2c(C(C)C)cccc2C(C)C)C(c2ccc3c(c2)OCO3)Oc2ccccc21 (configuration not stated) | 84 | 98 | 84 | 104 | 90 | 97 | 82 | 85
51 | Cc1nc2cc(Cc3ccccc3)ccc2o1 | 104 | 93 | 95 | 116 | 95 | 107 | 95 | 98
52 | O=S(=O)(O)c1cccc2cnccc12 | 98 | 117 | 99 | 112 | 110 | 96 | 112 | 103
53 | CCOC(=O)C1=C(C)N=C2SC=C(c3ccc(F)cc3)N2[C@H]1c1cn(-c2ccccc2)nc1-c1ccc(Cl)cc1 | 88 | 78 | 96 | 94 | 88 | 91 | 102 | 88
54 | Cc1ccc(/C=C2\SC(N3CCCCC3)=NC2=O)s1 | 98 | 107 | 85 | . | 75 | 107 | 97 | .
55 | Cc1ccc(/C=C2/SC(=S)N(CC(=O)Nc3ncc(Cc4ccc(C)cc4)s3)C2=O)cc1 | 103 | 102 | 112 | 106 | 70 | 97 | 99 | 108
56 | Cc1cc(=O)oc2cc(OCC(O)CNN3C(=O)c4cccc5c(N6CCOCC6)ccc(c45)C3=O)ccc12 (configuration not stated) | 93 | 99 | 107 | 106 | 85 | 109 | 99 | 102
57 | CC(C)c1ccc(Cc2cnc(NC(=O)c3cc(Br)cs3)s2)cc1 | 56 | 43 | 20 | -67* | 17 | -4.5* | 18 | 23
58 | OCC[C@@H]1C[C@@H]1c1cc2ccccc2s1 | 101 | 107 | 104 | 104 | 115 | 105 | 101 | 102
59 | c1nc(SCC2CO2)c2ncn(CC3CO3)c2n1 (configuration not stated) | 115 | 100 | 91 | 102 | 97 | 104 | 98 | 100
60 | COc1cccc(CNc2ncnc3c2ncn3C2OC(CO)C(O)C2O)c1O (configuration not stated) | -46* | 0.1* | -17* | 5.5* | -9.7* | . | 6.7* | -29*
61 | Cc1ccc(-c2csc(NC(=O)CN3CCN(c4cc(=O)n(-c5ccccc5)c5ccccc45)CC3)n2)cc1 | 83 | 68 | 85 | . | 96 | 70 | 51 | .
62 | O=C1/C(=C/c2cc(-c3ccc4c(c3)OCO4)n[nH]2)Cc2ccccc21 | 96 | 87 | 86 | 100 | 72 | 96 | 92 | 78
63 | Cc1cccc(C(O)c2cnc(C)n2Cc2ccccc2)c1 (configuration not stated) | 92 | 101 | 98 | 99 | 105 | 95 | 93 | 102
64 | CN(c1ccc(C2=NCCN2)cc1)S(=O)(=O)c1cccc(S(=O)(=O)N(C)c2ccc(C3=NCCN3)cc2)c1 | 112 | 96 | . | 109 | 102 | 113 | 100 | .
65 | O=c1cc(Cn2cnc3c(NCc4ccco4)ncnc32)c2cc(Br)ccc2o1 | 111 | 86 | 113 | 115 | 98 | 111 | 95 | 109
66 | Nc1cccc(C(F)(F)F)c1 | 96 | 108 | 102 | 106 | 121 | 107 | 110 | 108
67 | COc1ccc(CCN2CC(=O)NC(=O)C2)cc1OC | 104 | 104 | 96 | 105 | 121 | 97 | 101 | 92
68 | CCCCCCCCC(=O)N1CCCC1 | 114 | 81 | . | 110 | 79 | 99 | 86 | 92
69 | O=C1/C(=C\c2cccc3nccnc23)SC(=S)N1CCc1ccc(O)cc1 | 84 | 93 | 67 | 97 | 92 | . | 88 | 83
70 | Cc1ccc(NC(=O)n2c(=O)cc(C)c3ccc(O)cc32)cc1 | 95 | 108 | 103 | 110 | 110 | 104 | 117 | 106
71 | CN(C)c1ccc(C(=O)Oc2ccc([N+](=O)[O-])cc2)cc1 | 97 | 91 | 106 | 108 | 93 | 105 | 99 | 86
72 | CS(=O)(=O)OCCCS(=O)(=O)O | 129 | 96 | 109 | 110 | 102 | 106 | 111 | 116
73 | CCOC(=O)C1=C(C)N2C(=NC3=C(CCCC/C3=C\c3ccc(OC)c(OC)c3)C2c2ccc(OC)c(OC)c2)S1 (configuration not stated) | 111 | 88 | 94 | 91 | 85 | 79 | 82 | 85
74 | N#Cc1c(-c2ccco2)[nH]c(=S)n(N=O)c1=O | 114 | 147 | 109 | 126 | 104 | . | 126 | 104

Of the compounds above, four contain a nitro group on carbon:
entry | molecule | MDA-MB-231 | MOLT-4 | CCRF-CEM | MDA-MB-435 | SR | MDA-MB-468 | K-562 | RPMI-8226
33 | O=[N+]([O-])c1cnc(N2CCN(Cc3cccc(Cl)c3)CC2)nc1N1CCN(Cc2cccc(Cl)c2)CC1 | 92 | 79 | 86 | 96 | 87 | 72 | 77 | 57
42 | O=[N+]([O-])c1ccc(Oc2ccc(-c3ccccc3)cc2)cc1 | 89 | 70 | 78 | 101 | 78 | 71 | 71 | 75
49 | Nc1nc(SCc2ccccc2[N+](=O)[O-])c2ncn(Cc3ccccc3)c2n1 | 77 | 70 | 72 | 91 | 68 | 89 | 72 | .
71 | CN(C)c1ccc(C(=O)Oc2ccc([N+](=O)[O-])cc2)cc1 | 97 | 91 | 106 | 108 | 93 | 105 | 99 | 86

An excerpt from above in order of molecular weight, highest first.
entry | molecule | MDA-MB-231 | MOLT-4 | CCRF-CEM | MDA-MB-435 | SR | MDA-MB-468 | K-562 | RPMI-8226
60 | COc1cccc(CNc2ncnc3c2ncn3C2OC(CO)C(O)C2O)c1O (configuration not stated) | -46* | 0.1* | -17* | 5.5* | -9.7* | . | 6.7* | -29*
7 | CCOc1ccc(C(=O)NC(=S)Nc2ccc(C(=O)NO)cc2)cc1 | 94 | 105 | 100 | 101 | 95 | 90 | 110 | 110
25 | CC(=O)OC(C(=O)c1ccccc1)c1ccccc1 (configuration not stated) | 107 | 102 | 104 | 108 | 106 | 109 | 96 | 105

Screening results deposited in PubChem BioAssay by NCI.
